Compound activity (PubChem BioAssay)
DAX1 inh-1: inhibits human nuclear receptor DAX1; HEK293 Gal4-DAX1 luciferase reporter, luminescence; P51843; AID 504766; 340,000 compounds, 0.99% hits; inhibition, % at 6.75 µM;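 active = inhibition above the mean over all tested compounds plus 3 SD, cut at about 4.2% in these data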;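 note: 0% = DAX1-transfected cells with DMSO and 100% = empty-vector control cells with DMSO; inhibition shows as a rise in luminescence from relieved DAX1 repression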
PLCg1 inh: PLC-gamma1 (human) inhibition, primary screen. purified PLC-gamma1, fluorogenic substrate, fluorescence. inhibition, % at 12.2 µM. 370,000 compounds, 0.84% hits. AID 720700; in the data active = inhibition above about 9.5%
Target sequence (P19174 whole entry, looked up): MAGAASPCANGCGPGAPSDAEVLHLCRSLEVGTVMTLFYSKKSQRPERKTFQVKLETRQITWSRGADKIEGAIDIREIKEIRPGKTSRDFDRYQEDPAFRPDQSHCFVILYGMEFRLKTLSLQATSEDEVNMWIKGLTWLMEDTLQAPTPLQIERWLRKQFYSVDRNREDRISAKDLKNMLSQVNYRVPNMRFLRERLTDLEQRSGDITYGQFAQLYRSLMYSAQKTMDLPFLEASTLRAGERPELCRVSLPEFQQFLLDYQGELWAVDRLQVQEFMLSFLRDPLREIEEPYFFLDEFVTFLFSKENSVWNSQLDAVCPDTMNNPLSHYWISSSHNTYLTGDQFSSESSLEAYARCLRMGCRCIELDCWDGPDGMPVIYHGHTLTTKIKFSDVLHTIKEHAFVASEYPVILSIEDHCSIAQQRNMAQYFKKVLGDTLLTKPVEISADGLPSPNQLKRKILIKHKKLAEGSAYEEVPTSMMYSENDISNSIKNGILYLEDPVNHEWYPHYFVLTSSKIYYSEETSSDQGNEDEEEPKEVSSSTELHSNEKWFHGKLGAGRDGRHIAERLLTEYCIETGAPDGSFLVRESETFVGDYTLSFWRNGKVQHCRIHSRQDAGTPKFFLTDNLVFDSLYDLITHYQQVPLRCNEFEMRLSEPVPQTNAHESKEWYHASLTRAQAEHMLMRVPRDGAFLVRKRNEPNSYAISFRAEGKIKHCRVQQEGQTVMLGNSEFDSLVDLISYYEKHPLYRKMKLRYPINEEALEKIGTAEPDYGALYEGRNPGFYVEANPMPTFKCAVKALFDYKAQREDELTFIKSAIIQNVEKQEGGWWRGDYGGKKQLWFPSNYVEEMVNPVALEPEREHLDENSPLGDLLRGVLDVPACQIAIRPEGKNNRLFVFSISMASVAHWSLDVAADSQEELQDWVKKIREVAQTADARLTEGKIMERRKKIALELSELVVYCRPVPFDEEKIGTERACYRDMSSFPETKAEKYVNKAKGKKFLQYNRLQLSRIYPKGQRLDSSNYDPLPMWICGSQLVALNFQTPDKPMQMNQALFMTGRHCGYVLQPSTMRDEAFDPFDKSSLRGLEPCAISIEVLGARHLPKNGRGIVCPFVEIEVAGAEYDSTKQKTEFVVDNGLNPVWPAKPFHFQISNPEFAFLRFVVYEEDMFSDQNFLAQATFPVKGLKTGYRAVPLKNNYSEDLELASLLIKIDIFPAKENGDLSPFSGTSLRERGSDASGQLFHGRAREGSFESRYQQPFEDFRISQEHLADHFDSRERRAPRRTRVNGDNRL
hgDAF-12 ag: agonists of H. glycines DAF-12 nuclear receptor. HEK293 GAL4-hgDAF12 UAS-luciferase reporter, agonist luminescence; normalized to butyrate control. activation, % at 6.8 µM. 370,000 compounds, 1.8% hits;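 active = activation above a cutoff set at the mean of all screened compounds plus 3 SD, cut at about 10% in these data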;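 note: 0% = DMSO wells and 100% = sodium butyrate wells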
GAA850 FXN act: activators of GAA850 frataxin (FXN) promoter; HEK293 lucGAA850 FXN promoter luciferase reporter, 24 h; percent of 10 µM SAHA response; 360,000 compounds, 0.56% hits; activation, % at 6 µM;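 active = activation above the average of all compounds screened plus 3 SD, cutoff fixed separately per campaign, cut at about 7.5% in these data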;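 note: 0% = DMSO wells and 100% = 10 µM SAHA wells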
ADAM10 inh: inhibits human ADAM10. O14672. recombinant ADAM10, EDANS/DABCYL FRET peptide cleavage, 3 h. inhibition, % at 7 µM. 370,000 compounds, 0.62% hits. AID 720582;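 active = inhibition above a per-campaign cutoff equal to the mean of compounds falling between control-based bounds plus 3 SD, cut at about 20% in these data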;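 note: 0% = DMSO wells while the 100% control is not disclosed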
ADAM17 inh: inhibits human ADAM17; P78536; recombinant ADAM17, EDANS/DABCYL FRET peptide cleavage; inhibition, % at 6.95 µM; 370,000 compounds, 0.83% hits; AID 720648;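 active = inhibition above the mean of compounds lying between control limits plus 3 SD, set per campaign, cut at about 8.5% in these data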;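 note: 0% = DMSO-only wells as the low control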
PLC-beta3 inh: blocks human PLC-beta3 enzyme activity; inhibition, % at 12.2 µM; Q01970; 370,000 compounds, 0.18% hits; Purified PLC-beta3, fluorogenic substrate, fluorescence; in the data active = inhibition above about 11%;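 note: 0% = median of compound wells on plate and 100% = full blocker control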
DAX1 inh-2: inhibitors of DAX1 repression of SF-1 activated StAR promoter. 370,000 compounds, 1.1% hits. inhibition, % at 6.8 µM. AID 652010. HEK293T StAR-luciferase reporter, SF-1/DAX-1 repression relief;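 active = inhibition above the mean over all tested compounds plus 3 SD, cut at about 3.6% in these data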;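 note: 0% = DAX-1 cells with DMSO and 100% = cells lacking DAX-1 with DMSO; higher inhibition means more luminescence from relief of DAX-1 repression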
HGIII-sPLA2 inh: Inhibits HGIII-sPLA2 liposome hydrolysis, primary screen | QFRET BODIPY PC-A2 liposome hydrolysis, fluorescence | inhibition, % at 12.2 µM | 370,000 compounds, 0.56% hits | AID 743126;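 active = inhibition above mean plus 3 SD of compounds lying within the high and low control bounds, cut at about 19% in these data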;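 note: 0% = median of test compound wells and 100% = no enzyme DMSO wells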
ssDAF12 agonist: activators of S. stercoralis DAF-12 nuclear receptor; HEK293 ssDAF-12/GRIP1 lit1-tk-luc reporter, luminescence; % of 3 µM dafachronic acid response; activation, % at 6.8 µM; 370,000 compounds, 1% hits; AID 652126;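 active = activation above the mean over all tested compounds plus 3 SD, cut at about 0.9% in these data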;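 note: 0% = DMSO-only wells and 100% = 3 µM delta7-dafachronic acid wells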
hcDAF-12 act: activators of H. contortus DAF-12 nuclear receptor. HEK293 hcDAF-12 lit1-tk-luc reporter, luminescence; 0% DMSO, 100% Δ7-dafachronic acid. AID 652067. 370,000 compounds, 1.4% hits. activation, % at 6.8 µM;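 active = activation above the mean of all tested compounds plus 3 SD, cut at about 5.5% in these data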;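 note: 100% = response to 3 µM Δ7-dafachronic acid high control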
Active calls of the source: *; i = inactive; nt = not tested or not shown. Random draw from the library; 6.9% or so of the library scored in one or more.

Values in the order: PLCg1 inh	DAX1 inh-1	ADAM17 inh	PLC-beta3 inh	GAA850 FXN act	hgDAF-12 ag	DAX1 inh-2	ADAM10 inh	hcDAF-12 act	HGIII-sPLA2 inh	ssDAF12 agonist
- COc1c(F)cc2[nH]c3c(c2c1F)CCNC3=O
 : -34	-0.9	-15	-48	2.1	2.5	-0.6	-79	-1.5	1	-1.6
- O=C(CCc1ccc(Oc2cc([N+](=O)[O-])cc([N+](=O)[O-])c2)cc1)N1CCCCCC1
 : -2	-1.3	2	-2	2.7	-0.5	-0.9	2	-2.2	1	-0.6
- CC(C)(C)OC(=O)[C@H](Cc1ccccc1)NC(=O)c1[nH]cnc1C(=O)Nc1cccc(Cl)c1
 : 4	0.5	0	3	1.6	-0.8	-0.4	-1	-1.0	-11	-1.4
- CCOc1ccc(CN(C)CC(=O)Nc2ccc(N3CCOCC3)cc2)cc1OC
 : 6	0.0	0	4	1.8	1.6	0.1	8	1.4	-2	-1.2
- O=C(NC(=S)Nc1cc(S(=O)(=O)N2CCOCC2)ccc1N1CCOCC1)c1ccco1
 : 3	-2.8	-4	-4	-0.1	-3.1	-0.4	-5	-0.1	11	-2.4
- Cc1cc(-c2ccccc2)nc(N(C)NC(=O)C2CC2)c1S(C)(=O)=O
 : 3	1.1	0	5	-1.3	4.1	0.9	3	-1.3	0	-1.7
- COc1ccc(NC(=O)c2coc3ccccc23)cc1OC
 : -5	0.4	-6	-5	6.5	4.0	0.5	5	-0.7	1	-0.5
- CCn1c(C(=O)N2CCCC(C(=O)NCCCc3ccccc3)C2)cc2sccc21 (centres undefined)
 : -1	-0.9	0	1	-2.4	-4.8	-1.4	-1	-3.0	-16	-2.3
- Cc1ccc2nc(-c3ccc(NC(=O)COC(=O)c4ccc(=O)[nH]c4)cc3)sc2c1
 : -93	0.9	-182	-96	2.1	22*	8.4*	i	11*	-9	1.2*
- C=CC[C@@H](CC(=O)N[C@@H](CO)Cc1ccccc1)C(=O)N[C@@H](C)COC(=O)[C@@H](CC=C)Cc1ccc(F)cc1
 : 7	-1.1	0	3	-1.1	-1.4	-0.5	-1	-1.5	-49	-1.7
- Cc1nnsc1C(=O)N1CCCC(C)(C(=O)NS(=O)(=O)C2CC2)C1 (centres undefined)
 : -2	nt	2	-2	3.3	1.5	1.0	2	-0.5	-1	-1.3
- O=C(C[n+]1cc(-c2ccc(F)cc2)n2c1CCC2)N1c2ccccc2Sc2ccccc21
 : 2	0.0	-7	3	2.2	7.2	1.1	1	0.2	2	-0.5
- Cc1occc1C(=O)NCc1ccco1
 : -4	-0.1	-2	0	1.3	-2.1	-0.3	-27	2.3	13	-0.9
- O=C(CCCC(=O)NN=Cc1ccc(Cl)cc1Cl)NN=Cc1ccc(Cl)cc1Cl
 : 2	-0.6	-2	1	-0.3	-3.4	-1.2	0	-1.1	-2	-0.5
- CN1C(=O)NC(c2ccc(Cl)cc2)C2=C1CC(C)(C)CC2=O (centres undefined)
 : 0	-0.1	-4	-4	-1.4	-3.3	0.1	1	3.0	5	-1.4
- O=C(Cc1c(F)cccc1Cl)Nc1ccccc1C(=O)N1CCOCC1
 : 2	0.4	-1	-3	-1.9	-2.7	1.4	-15	-1.9	11	-1.0
- O=C(Nc1ccncc1)Nc1cccc(Cl)c1Cl
 : -3	-0.6	-3	-9	0.7	0.2	-2.5	3	-3.0	-14	-0.5
- CCN(CC)C(CNS(=O)(=O)c1ccc(Cl)cc1)c1ccccc1 (centres undefined)
 : 3	-0.4	1	0	-2.1	-3.0	0.8	-10	-2.6	3	-1.7
- CN1CCN(CCCNC(=O)CN2C(=O)COc3ccccc32)CC1
 : -3	-1.9	0	-3	1.5	-0.4	0.0	-1	-0.5	1	-1.2
- COC(=O)Cc1csc(/N=C/c2c(O)n(-c3cccc(C(F)(F)F)c3)c(=O)c3ccccc23)n1
 : -20	1.2	-20	-20	0.1	1.9	-0.1	-87	0.1	7	-0.8
- CC12CCC(C)(c3nc4ccccc4nc31)C2(C)C
 : 2	-0.6	-2	1	0.3	-0.6	-0.2	7	-0.5	4	-1.4
- Cc1ccccc1Nc1c([N+](=O)[O-])ccc2nonc12
 : 5	-1.1	1	2	8.3*	-1.5	-0.3	5	-1.0	7	-1.4
- CC(=O)c1sc(NC(=O)c2ccccc2)nc1-c1ccccc1
 : -4	4.8*	-3	-11	0.9	12*	3.3	-3	1.8	-5	0.8
- NC(=O)COc1ccc(-n2cnnn2)cc1
 : 1	1.2	1	-1	1.1	-2.1	0.3	3	0.8	1	-2.1
- CC(C)C(=O)Nc1nnc(CCc2nnc(NC(=O)C(C)C)s2)s1
 : 2	-0.6	0	0	0.2	-1.5	-0.2	-6	-0.6	6	-0.5
- O=Cc1cn(CCOc2ccccc2)c2ccccc12
 : 3	-0.6	-1	-5	2.2	-0.6	-0.1	3	-0.2	-8	-1.7
- O=P(CCNCc1ccco1)(c1ccccc1)c1ccccc1
 : -4	-0.7	-1	-2	-1.0	1.5	0.1	0	0.0	8	-1.0
- COc1ccc(N2CCN(C(=O)c3cccc(NC(=O)c4ccco4)c3)CC2)cc1
 : 1	-0.5	1	-2	-0.1	-3.0	-0.6	-1	-3.6	-1	-1.5
- Cc1ccc(-c2n[nH]c(=S)n2/N=C/c2c(C)[nH]n(-c3ccccc3)c2=O)cc1
 : -1	0.6	-2	-3	2.1	0.8	-0.1	-10	1.0	8	-1.3
- O=C(CSc1n[nH]c(-c2cccnc2)n1)Nc1ccccc1
 : 0	0.2	-2	1	-1.0	0.7	-0.9	3	-1.4	-1	-0.1
- O=S1(=O)CC2c3ccc(F)cc3CN2CN1C1CCCC1 (centres undefined)
 : -3	nt	-6	-14	nt	-0.6	0.2	-11	1.3	17	1.0*
- CCCN(CCC)C(=O)Cn1c(=O)n(CCCCC(=O)NC2CCCC2)c(=O)c2ccccc21
 : 4	-1.6	0	4	0.7	1.4	0.1	8	0.2	-3	-1.2
- COc1ccc(CNCc2c(C(=O)N(C)C)nc3ccc(Cl)cn23)c(OC)c1
 : -1	-1.5	-3	-8	-0.8	-0.8	0.1	-4	0.8	2	-0.6
- CCOc1ccc(Nc2ncnc(N)n2)cc1
 : 7	2.1	0	3	1.7	4.8	0.0	15	1.2	-1	0.5
- CCOC(=O)c1c(-c2ccccc2)csc1/N=C/C1C(=O)CCCC1=O
 : -7	0.8	-2	-8	-0.3	-1.1	-0.6	-2	0.6	-5	-0.5
- O=C(NC12CC3CC(CC(C3)C1)C2)N1CCN(C(=O)c2ccco2)CC1
 : 1	0.5	0	5	6.8	1.6	0.1	-2	-1.4	12	-0.7
- Cc1ccc(NC(=O)c2sc(N)nc2-c2ccc([N+](=O)[O-])cc2)cc1C
 : -1	1.2	-3	-3	2.2	1.8	-0.1	5	-2.1	6	-1.6
- Clc1ccc(/C(Cc2nc3ccccc3[nH]2)=N\Nc2ccccc2)cc1
 : -83	2.0	-7	-94	1.1	4.2	2.3	-19	2.9	6	-0.5
- COCCNC(=O)CN(c1ccccc1OC)S(C)(=O)=O
 : 2	0.5	-4	-2	2.7	-0.7	-0.7	0	-0.8	0	-1.8
- CC(=O)Nc1cccc(-c2csc(C(O)c3ccc(F)cc3)n2)c1 (centres undefined)
 : 5	nt	1	6	0.6	0.0	1.0	5	-0.5	-9	-1.7
- O=C(Oc1ccc([N+](=O)[O-])cc1)c1cc(-c2ccccc2)nc2ccccc12
 : 4	0.9	4	2	0.4	1.1	-0.5	8	-1.7	4	-0.9
- O=C(COC(=O)c1cccc(-n2cnnn2)c1)c1ccccc1
 : 0	0.3	0	-4	-0.1	2.9	-0.2	-3	-0.1	-5	-1.1
- O=C(NCC1COc2ccccc2O1)c1cccc(S(=O)(=O)N2CCCCC2)c1 (centres undefined)
 : 2	-1.3	3	2	-0.1	-4.1	-2.4	5	-2.4	-10	-1.0
- CCCC(C)NCC(=O)Nc1ccccc1-c1ccccc1 (centres undefined)
 : 2	-0.3	-4	0	0.6	1.4	0.2	0	-0.2	-6	-1.5
- COc1ccc(N2CCN(C(=O)c3cccc(Br)c3)CC2)c([N+](=O)[O-])c1
 : 4	-0.6	5	3	-0.5	-0.7	-0.6	10	-2.8	-3	-1.4
- Cn1c2ccccc2n2c(=O)c(=O)n(CC(=O)c3ccc(F)cc3)nc12
 : -4	1.4	-3	-4	-0.5	-1.2	-0.1	-6	-0.1	1	-1.5
- CC(C)C[C@H](NC(=O)c1[nH]cnc1C(=O)Nc1ccc(CNC(=O)OC(C)(C)C)cc1)C(=O)OC(C)(C)C
 : -2	0.6	9.1*	1	0.2	-1.4	-0.8	25*	-1.2	-10	-1.4
- O=C1N(O)C2(C=CCCC2)/C(=N\O)C12CCCCC2 (centres undefined)
 : 6	-0.1	1	4	0.2	0.0	-0.1	5	0.4	7	-0.7
- CCN(CC)C(=O)[C@H]1C[C@H](CC(=O)NCCc2ccccn2)C(=O)N2CCc3c([nH]c4cc(-c5ccco5)ccc34)[C@]12C
 : i	-1.1	-151	i	-1.3	-1.0	0.8	i	-0.9	-10	-0.8
- CC(=O)c1cccc(CN2CCN(C(C)C)C(CCO)C2)c1 (centres undefined)
 : 1	0.3	-2	4	0.2	1.2	0.5	9	2.9	5	-1.4
- OC(c1ccc2ccccc2c1)c1ncc(-c2cccc3ccccc23)[nH]1 (centres undefined)
 : -7	nt	-8	-13	0.8	0.8	-0.2	-30	-0.7	-19	-1.7
- CN(CC(=O)Nc1ccc(F)cc1)C(=O)C1Cc2ccccc2CN1S(C)(=O)=O (centres undefined)
 : -5	-0.3	-1	-3	-2.8	0.9	-1.1	0	-0.5	-8	0.1
- CCC(C)N1C(=O)CCC1C(=O)NCCc1ccc(Cl)cc1 (centres undefined)
 : 2	-0.4	1	-2	-0.7	-1.2	-0.6	7	-1.8	3	-1.1
- COc1ccccc1N1CCN(CC(C)N(C(=O)C2CCCCC2)c2ccccn2)CC1 (centres undefined)
 : -2	-1.3	-16	-11	-0.1	1.8	-0.5	-11	3.8	4	0.1
- CCS(=O)(=O)c1ccc2oc(SCC(=O)NCCc3ccc(F)cc3)nc2c1
 : 7	-0.3	-2	3	1.7	-1.4	0.1	-9	-3.1	3	-1.4
- CCOC(=O)CCCCCC(=O)Nc1ccc2c(c1)C(=O)N([C@H](C)CO)C[C@H](C)[C@@H](CN(C)S(C)(=O)=O)OCCCC[C@@H](C)O2
 : 0	-0.4	0	1	-0.7	1.4	0.1	-2	0.9	-1	-1.4
- COc1ccc(C2=C(C)CC(C)(C)NC2=O)cc1OC
 : 2	-0.8	-2	2	0.1	6.5	0.4	-4	2.3	-1	-1.0
- Cc1ccccc1N(CC(=O)NCCSC1CCCCC1)S(=O)(=O)c1ccccc1
 : -2	0.3	1	0	-0.1	-0.3	0.1	1	1.2	-10	-0.8
